From PubChem BioAssay
FLuc modulator: qHTS profiling assay for firefly luciferase inhibitor/activator using purifed enzyme and Km concentrations of substrates (counterscreen for miR-21 project) | purified FLuc, Km substrates, luminescence inhibition | hit rate 6.9% among 360,000 | Luciferin 4-monooxygenase (Photinus pyralis), P08659 | AID 588342, 2011 | Potency, µM (top dose mostly 57.5 µM), for the others: at the top dose activity change, negative = inhibition, usual class: inhibitors; active = well fitted inhibition curve with a large enough effect; inconclusive = small, poorly fitted or top-dose-only effect;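 note: plate controls were vehicle for no effect and reference inhibitor for full effect; nearly all actives have a fitted effect of over 55% in size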
Target sequence (P08659 whole entry, looked up): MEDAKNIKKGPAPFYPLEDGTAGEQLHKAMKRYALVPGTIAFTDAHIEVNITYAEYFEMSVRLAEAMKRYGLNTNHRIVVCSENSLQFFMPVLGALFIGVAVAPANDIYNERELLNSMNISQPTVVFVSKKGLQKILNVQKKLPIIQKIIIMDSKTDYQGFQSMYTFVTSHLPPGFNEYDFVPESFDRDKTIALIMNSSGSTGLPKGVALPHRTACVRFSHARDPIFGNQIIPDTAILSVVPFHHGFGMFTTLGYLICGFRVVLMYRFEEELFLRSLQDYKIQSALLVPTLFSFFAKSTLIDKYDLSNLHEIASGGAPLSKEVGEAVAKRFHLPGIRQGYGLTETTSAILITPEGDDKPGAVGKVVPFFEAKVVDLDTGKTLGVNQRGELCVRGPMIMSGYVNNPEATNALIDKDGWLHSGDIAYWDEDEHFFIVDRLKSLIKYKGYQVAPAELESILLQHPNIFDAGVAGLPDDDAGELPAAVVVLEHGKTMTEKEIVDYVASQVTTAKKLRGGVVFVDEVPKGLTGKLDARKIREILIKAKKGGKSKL
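Purified P. pyralis luciferase, 10 nM final, with Km-level 10 uM D-luciferin and 10 uM ATP in 50 mM Tris acetate pH 7.5, 10 mM Mg acetate, 0.01% Tween-20, 0.05% BSA; 6-point qHTS titration about 60 µM downward; luminescence read.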
* marks the source's active call; other numbers are inactive results; ? = inconclusive. Potency is the fitted concentration of half-maximal effect. An excerpt, so the mix of outcomes need not match the whole.

SMILES | FLuc modulator
Cc1ccc(Cl)cc1N1CCN(C(=O)c2cc(S(=O)(=O)N3CCCC3)cn2C)CC1 | -2%
CN(c1ccc(F)cc1)S(=O)(=O)N1CCCC(C(=O)NCc2ccccc2Cl)C1 (stereo not drawn) | 5%
Cc1ccc(NC(=O)Cn2nc(C)c3nn(-c4ccc(Cl)cc4)c(C)c3c2=O)cc1F | -3%
COc1ccc(-c2cn3cccnc3n2)cc1NC(=O)COc1ccccc1 | ?
CCC(Sc1nc2cc3c(cc2c(=O)n1CCCC(=O)NCc1ccc2c(c1)OCO2)OCO3)C(=O)NCCCOC (stereo not drawn) | 4%
COc1cccc(-c2cc(C(=O)NCc3ccc(F)cc3)no2)c1 | -12%
COc1ccc(Cl)cc1NC(=O)C1CCCN(c2ncnc3onc(C)c23)C1 (stereo not drawn) | -3%
Cc1ccccc1Nc1nn2c(=O)c3ccc(C(=O)NCc4cccs4)cc3nc2s1 | -2%
CCOc1ccc(CNc2cc(C)nc3nc(-c4cccc(C)c4)nn23)cc1OC | 5.4µM*
Cc1ccc(C(=O)Nc2cccc(-c3nc4ccccc4o3)c2)c(Cl)c1 | ?
O=c1cc(-c2ccccc2)nc(SCc2nc(-c3ccc(Cl)cc3)no2)[nH]1 | -14%
O=C(CSc1nnc(CNC(=O)c2cccc(F)c2)n1-c1ccccc1)Nc1ccccc1F | -1%
O=C(Cn1c(=O)n(Cc2ccc3c(c2)OCO3)c(=O)c2oc3ccccc3c21)Nc1ccccc1F | -2%
CCOc1ccc(-c2nn(CC(=O)NC3CCCCC3)c3c2cnc2ccc(C)cc23)cc1 | -1%
CN1CCN(C(CNC(=O)c2ccccc2F)c2ccc3c(c2)OCO3)CC1 (stereo not drawn) | -1%
CC(C)COc1ccc(C(=O)NCC2OCCc3ccccc32)cc1 (stereo not drawn) | ?
COc1ccc(C)cc1S(=O)(=O)Nc1cccc(-c2ccc(N3CCC(C)CC3)nn2)c1 | 2.4µM*
CCOc1cc(S(=O)(=O)NCCc2c(C)[nH]c3ccc(C)cc23)ccc1Br | -3%
CSc1nc(-c2ccccc2Cl)nc2c1Cc1c(CO)cnc(C)c1O2 | -4%
CCCn1c(=O)c2sccc2n2c(CCCC(=O)NCc3ccccc3)nnc12 | -4%
COc1ccccc1NC(=O)C1=C(C)Nc2nc(SCc3ccccc3)nn2C1c1cccs1 (stereo not drawn) | -9%
Cc1ccc(C)c(Nc2nn3c(=O)c4cc5c(cc4nc3s2)OCO5)c1 | ?
O=C(CSc1nc2ncccc2o1)Nc1ccc(Cl)cc1F | -10%
CCN(CC)S(=O)(=O)c1ccc(OC)c(NC(=O)c2sc3ccccc3c2Cl)c1 | 9%
CCCN1C(=O)C(Cc2nc3ccccc3c(=O)n2-c2ccc(OC)cc2)c2cc(C)ccc21 (stereo not drawn) | -11%
Cc1ccc(CN2CCN(C3CCN(C(=O)OC(C)(C)C)CC3)C(=O)C2=O)cc1 | -4%
COc1ccc(CN(Cc2ccco2)c2cnc(S(C)(=O)=O)nc2C(=O)Nc2ccc(C)c(C)c2)cc1 | -7%
CCOC(=O)c1c(-c2ccc(OC)c(OC)c2)csc1NC(=O)c1ccc(C)cc1 | 0%
Cc1cc(C)n2nc(NCc3ccccc3Cl)nc2n1 | -2%
Clc1cccc(CSc2ccc(-c3cccs3)nn2)c1 | ?
CCOc1ccc(-c2nc(SCC(=O)NC3CCCC3)c(-c3ccccc3)[nH]2)cc1OC | 24µM*
CC(C)(C)c1ccc(C(=O)NC2=NC(c3cccc(F)c3)CC(=O)N2)cc1 (stereo not drawn) | 2%
Cc1ccc(CNC(=O)Cn2c(=O)cc(C(F)(F)F)c3c(C)nn(C)c32)cc1 | -8%
CCC(C)NC(=O)C1CCN(S(=O)(=O)c2ccc3c(c2)CCCN3C(C)=O)CC1 (stereo not drawn) | -1%
Cc1cc(Nc2ccc(Br)c(C)c2)n2nc(-c3ccco3)nc2n1 | -1%
CCN(CC)c1ccc(C(=O)NCc2ccc3c(c2)CCN3C(=O)c2ccccc2)cc1 | ?

Some of these compounds in order of formula weight, lowest first:
SMILES | FLuc modulator
Clc1cccc(CSc2ccc(-c3cccs3)nn2)c1 | ?
CC(C)(C)c1ccc(C(=O)NC2=NC(c3cccc(F)c3)CC(=O)N2)cc1 (stereo not drawn) | 2%
Cc1cc(Nc2ccc(Br)c(C)c2)n2nc(-c3ccco3)nc2n1 | -1%
CCC(C)NC(=O)C1CCN(S(=O)(=O)c2ccc3c(c2)CCCN3C(C)=O)CC1 (stereo not drawn) | -1%
CCOC(=O)c1c(-c2ccc(OC)c(OC)c2)csc1NC(=O)c1ccc(C)cc1 | 0%
COc1ccc(CN(Cc2ccco2)c2cnc(S(C)(=O)=O)nc2C(=O)Nc2ccc(C)c(C)c2)cc1 | -7%

(cont.)
SMILES | FLuc modulator
CSc1ncc(C(=O)Nc2c(C)cccc2C)c(-c2ccccc2)n1 | -7%
Cc1cccc(C)c1NC(=O)C1CCCN1S(=O)(=O)c1cccc2nsnc12 (stereo not drawn) | 0%
Cc1c(C(=O)N2CCC(C)CC2)c(S(=O)(=O)NCc2ccc(Cl)cc2)c(C)n1C | 5%
Cc1ccc(-n2nc(C)c3c(C)c(CCC(=O)NCc4ccc(Cl)cc4)c(C)nc32)cc1 | -3%
CCCCCc1ccc(-c2ccc(C(=O)Oc3ccc(C(=O)OC)cc3)cc2)nc1 | 12µM*
COc1ccc(-c2cc(C(F)(F)F)c(C#N)c(SCC(=O)Nc3ccc(F)cc3)n2)cc1 | -1%
COc1cc(C2c3c(-c4ccccc4O)n[nH]c3C(=O)N2CCO)ccc1OCC(C)C (stereo not drawn) | 0%
COc1ccccc1NC(=O)CN1CCCN(S(=O)(=O)c2ccc(Br)cc2)CC1 | -12%
CCNC(=O)c1c(NC(=O)Cc2coc3ccc(CC)cc23)sc2c1CCCC2 | 2%
O=S(=O)(c1ccc(Br)cc1)c1nc(-c2cccs2)oc1SCc1ccccc1F | 4%
CCOC(=O)c1c(NC(=O)c2cc(C(C)C)on2)sc(C)c1C | -15%
CC(C)(C)C1CCc2c(sc(NC(=O)c3ccccc3F)c2C(=O)NCc2ccco2)C1 (stereo not drawn) | -7%
CCOc1ccccc1NC(=O)Cn1c(=O)n(-c2ccc(C)c(C)c2)c(=O)c2c(C)c(C(=O)N(C)C)sc21 | -2%
COc1ccc(OC)c(NC(=O)CSc2c3c(nc4ccccc24)CCCC3)c1 | -19%
COc1ccc(NC(=O)C2CCN(C3=NS(=O)(=O)C(c4ccc(C)c(C)c4)=C3C)CC2)cc1OC | 1%
O=C(COc1ccc(Cl)cc1)Nc1sc2c(c1C(=O)Nc1cccc(Cl)c1)CCCC2 | ?
CC1=Nc2cc(C(=O)NC3CCCCC3)ccc2Sc2ccc(Cl)cc21 | -9%
Cc1ccccc1NC(=O)C(=O)NCC(c1ccc2c(c1)OCO2)N1CCN(c2ccccc2)CC1 (stereo not drawn) | -6%
CSc1ncc(C(=O)NCc2ccccc2Cl)c(C(F)(F)F)n1 | 1%
CCc1ccc(CN(C(=O)c2ccc(OC)cc2)C2CCS(=O)(=O)C2)cc1 (stereo not drawn) | 2%
O=C(Cn1nc(-c2ccccc2)c2cnc3ccc(F)cc3c21)NC1CCCC1 | 1%
COc1ccccc1N1CCN(C(=O)C2CCN(S(=O)(=O)c3cnc[nH]3)CC2)CC1 | 0%
CCN(C(=O)Cn1nnc2sc(-c3ccccc3)cc2c1=O)c1cccc(C)c1 | ?
Cc1ccccc1C(=O)Nc1cccc(NC(=O)c2ccc(C(C)(C)C)cc2)c1 | 0.76µM*
CCOc1cc(-c2nc(-c3ccc(-c4ccc(C)cc4)nc3OC)no2)cc(OCC)c1OCC | 0%
COc1ccc(Cn2c(C(=O)O)c(CNCc3ccc(C)o3)c3ccc(C)cc32)cc1 | -2%
O=C(NC1(C(F)(F)F)N=C(c2ccccc2)N(C2CCCCC2)C1=O)c1ccccc1F (stereo not drawn) | -5%
CCN(CC)S(=O)(=O)c1ccc2c(c1)N(CC(=O)N1CCN(c3cccc(C(F)(F)F)c3)CC1)C(=O)CO2 | -9%
Cc1ccc(C(=O)Nc2cccc(-c3nc4cccnc4s3)c2C)cc1 | -9%
COc1ccc(C2c3c(oc4ccccc4c3=O)C(=O)N2c2nc(C)c(C)s2)cc1 (stereo not drawn) | 0%
CCOC(=O)c1ccc(CN(Cc2ccc(Cl)cc2Cl)S(=O)(=O)c2cccc(Cl)c2)cc1 | -2%
COc1ccccc1CN(Cc1c(Cl)cccc1Cl)S(=O)(=O)c1ccc(Br)cc1 | 3%
CCc1nc(SCc2cc(=O)c3cc(C)ccc3[nH]2)n[nH]1 | -6%
CCc1ccc(CNC(=O)c2sc3ncccc3c2-n2c(C)ccc2C)cc1 | -8%
O=C(NC1CC(=O)N(c2ccc(F)cc2)C1)c1ccc2c(c1)OCO2 (stereo not drawn) | 2%
CCCOc1ccc(CNC(=O)c2ccc(C)c(-n3c(C)nc4cccnc43)c2)cc1 | 3%
COc1cccc(NC(=O)c2sc3nc(C)c(C(=O)Nc4ccc(C)cc4C)c(-c4ccc(C)o4)c3c2N)c1 | 0%
Fc1ccc(-c2ccc(CNCCSc3nnnn3-c3ccccc3)o2)cc1 | -20%
Cc1cc(N2CCN(C)CC2)nc2ccc(NC(=O)Nc3ccccc3)cc12 | 4.8µM*
CCCCOC(=O)c1ccc(Nc2nnc(-n3nc(C)cc3C)c3ccccc23)cc1 | -14%
COc1ccc(-n2ncc(C(=O)NCCCN3CCCCC3)c2C2CCN(C(=O)OC(C)(C)C)CC2)cc1 | -3%
CC(C)(C)C1CCc2c(sc(NC(=O)Cn3nnc(-c4ccccc4Cl)n3)c2C#N)C1 (stereo not drawn) | ?
COc1ccc(-c2cc(C(C)=O)c(C)n2CCC(=O)Nc2ccc(C(F)(F)F)cc2)cc1 | -9%
COc1cccc(Cn2cnc3c2c(=O)n(C)c(=O)n3C)c1 | 3%
CCC(=O)N1CCc2cc(CNC(=O)c3ccc(OC)cc3)ccc21 | -13%
CCOc1ccc(NC(=O)CSc2nnc(CNC(=O)c3c(F)cccc3Cl)o2)cc1 | 0%
CCc1ccc2nc(N(Cc3cccnc3)C(=O)c3cccs3)sc2c1 | ?
O=C(Cn1c(=O)c2cccn2c2ccc(F)cc21)N1CCN(c2ccccc2F)CC1 | -13%

Continued, overlapping the part above by five compounds.
SMILES | FLuc modulator
COc1cccc(Cn2cnc3c2c(=O)n(C)c(=O)n3C)c1 | 3%
CCC(=O)N1CCc2cc(CNC(=O)c3ccc(OC)cc3)ccc21 | -13%
CCOc1ccc(NC(=O)CSc2nnc(CNC(=O)c3c(F)cccc3Cl)o2)cc1 | 0%
CCc1ccc2nc(N(Cc3cccnc3)C(=O)c3cccs3)sc2c1 | ?
O=C(Cn1c(=O)c2cccn2c2ccc(F)cc21)N1CCN(c2ccccc2F)CC1 | -13%
COc1ccc(CCNc2ncnc3c2cnn3-c2ccc(F)cc2)cc1 | -16%
COc1cccc(NC(=O)Cn2c(=O)c3cccn3c3ccc(F)cc32)c1 | 2%
CC(C)(C)NC(=O)Cn1cc(S(=O)(=O)Cc2ccccc2Cl)c2ccccc21 | 0%
Cc1c(C)n(Cc2ccccc2)c2ccc(C(=O)NCC(C)c3ccccc3)cc12 (stereo not drawn) | -10%
CCc1cccc(C)c1NC(=O)c1cc(C)nc2c1c(C)nn2-c1cccc(Cl)c1C | -1%
CNC(=O)c1ccc(-c2nc(CN3CCc4ccccc43)c(C)o2)cc1 | 0%
O=C(CSc1nc(=O)[nH]c2c1CCCC2)NCc1ccccc1Cl | -1%
CCc1ccc(NC(=O)c2cc3c([nH]c2=O)CC(C)(C)CC3=O)cc1 | -8%
CCCC(=O)Nc1ccc2c(c1)nc(CN1CCN(C(=O)OCC)CC1)n2C(C)C | -6%
CCN(c1ncnc2c1cnn2-c1cccc(Cl)c1)C1CCCCC1 | 3.8µM*
Cc1ccc2c(c1)sc1nc(-c3cc4ccccc4oc3=O)cn12 | 0.43µM*
CC1CCN(S(=O)(=O)c2ccc3c(c2)N(CC(=O)NCc2ccccc2Cl)C(=O)CS3)CC1 | -13%
Cc1ccc2oc(-c3cc(NC(=O)c4ccco4)ccc3Cl)nc2c1 | ?
Cc1ccc(S(=O)(=O)c2[nH]c(-c3ccccc3)nc2SCC(N)=O)cc1 | ?
CCCCNC(=O)CSc1c2c(nc3ccc(Cl)cc13)CCCC2 | -6%
COc1ccc(C(=O)n2nc(N)c3cc4ccc(C)cc4nc32)cc1OC | 0%
Cc1ccc(-c2nc3ccccc3s2)cc1NC(=O)COc1ccccc1 | -1%
CCN(CC)CCCNc1cc(-c2ccccc2)nc(C)n1 | -2%
CN(C(=O)CSc1cn(CC(=O)N2CCCCCC2)c2ccccc12)c1ccccc1 | -2%
COc1cccc(CNC(=O)Cc2c(C)c3c(cc(C)c4c(C)c(C)oc43)oc2=O)c1 | -1%
CCCCN(c1ccccc1)S(=O)(=O)c1cc2c3c(c1)C(C)C(=O)N3CCC2 (stereo not drawn) | 1%
